# Screening results (PubChem)
# TRPC6 act: activators of mouse TRPC6 channel; HEK293-TRPC6 membrane potential dye fluorescence; active compounds read high; 310,000 compounds, 0.13% hits; Q61143; B-score at 10 µM;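 active = B-score of the integrated fluorescence ratio above library mean plus 3 SD, and starting fluorescence ratio within library mean plus 5 SD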;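 also: higher score means more depolarization so channel activation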
# TRPC4 inh: TRPC4 (mouse) channel inhibition; Q9QUQ5; HEK293 TRPC4beta/mu-opioid, DAMGO-evoked Fluo4 calcium flux; active compounds read low; B-score at 10 µM; 300,000 compounds, 0.39% hits; AID 2247;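 active = B-score over 3 SD under the library average, no early fluorescence shift, positive overall ratio signal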
#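 Signal: kinetic Fluo4 fluorescence imaging of calcium influx. Material: stable TRPC4beta/mu-opioid receptor HEK293 cells. Probe or stimulus: DAMGO in two steps, submaximal then maximal.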
# RGS4 block: human RGS4 inhibition; HEK293 M3R/RGS4 inducible, Fluo-4 calcium flux; active compounds read high; triggered by carbachol at its EC20; B-score at 10 µM; 310,000 compounds, 0.45% hits;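 active = B-score, a plate-corrected calcium signal, over three deviations above library mean, with baseline fluorescence within five deviations of library mean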;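 also: RGS4 expression induced by doxycycline in cells with stable M3 receptor; B-score is computed from the integrated fluorescence ratio over baseline after carbachol; higher B-score means a larger calcium signal and so more RGS4 inhibition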
# Target sequence (P49798 whole entry, looked up): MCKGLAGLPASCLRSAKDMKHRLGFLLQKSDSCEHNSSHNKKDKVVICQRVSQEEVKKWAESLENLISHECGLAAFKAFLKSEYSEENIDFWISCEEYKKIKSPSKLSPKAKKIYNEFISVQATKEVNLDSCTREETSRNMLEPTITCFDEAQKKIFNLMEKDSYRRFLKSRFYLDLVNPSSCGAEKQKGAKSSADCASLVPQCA
# TRPC4 act: opens the mouse TRPC4 cation channel | Q9QUQ5 | HEK293 TRPC4beta/mu-opioid, Fluo4 calcium fluorescence; active compounds read high | B-score at 10 µM | 310,000 compounds, 0.49% hits;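 active = B-score above 5 SD of library B-scores, and initial fluorescence ratio not above library mean plus 5 SD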;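 also: positive B-score marks a calcium rise read as TRPC4 activation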
#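 Material: HEK293 stable line with TRPC4beta plus mu-opioid receptor; technique: Fluo4 calcium-sensitive dye fluorescence, kinetic, 1 Hz baseline; timing: Fluo4 dye loading 45 min at room temperature, 110 s recording; controls: assay buffer as low control, maximal DAMGO as high control; read-out: integrated baseline-normalised fluorescence ratio, converted to per-well B score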
# MrgX1 agonist: agonists of human MrgX1 receptor | Q96LB2 | MrgX1-HEK293 cells, Fluo-4 calcium fluorescence, agonist mode; active compounds read high | B-score at 10 µM | 310,000 compounds, 0.44% hits;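 active = calcium response B-score plate-corrected fluorescence ratio at least 3 library SD, with starting fluorescence B-score inside 5 SD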
# Target sequence (Q96LB2 whole entry, looked up): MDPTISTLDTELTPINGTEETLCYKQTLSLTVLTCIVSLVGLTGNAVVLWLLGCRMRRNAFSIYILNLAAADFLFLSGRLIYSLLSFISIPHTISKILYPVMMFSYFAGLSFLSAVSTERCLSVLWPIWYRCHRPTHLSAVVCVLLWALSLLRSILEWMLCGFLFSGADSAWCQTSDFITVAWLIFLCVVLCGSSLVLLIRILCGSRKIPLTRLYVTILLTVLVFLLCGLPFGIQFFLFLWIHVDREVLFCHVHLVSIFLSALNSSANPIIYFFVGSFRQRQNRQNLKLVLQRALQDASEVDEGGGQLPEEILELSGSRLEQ
#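 Assay system: MrgX1-expressing HEK293 cells / Amount: fifteen thousand cells per well / Doses: test compound in the initial addition of three / Timing: cells plated overnight, dye loaded 0.5 h 37 °C, 0.5 h room temperature / Technique: kinetic calcium dye fluorescence, Fluo-4 NW / Control set: positive and negative controls per plate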
# TRPC4 potent: allosteric potentiators of mouse TRPC4 channel. Q9QUQ5. HEK293 TRPC4beta/mu-opioid, DAMGO EC20, Fluo-4 Ca2+ flux; active compounds read high. B-score at 10 µM. 310,000 compounds, 0.42% hits. AID 2227;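 active = B-score of calcium response area above 5 SD of library B-scores, with initial fluorescence ratio within 5 SD of library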;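 also: B-score of integrated fluorescence ratio over time as area under calcium response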
# MrgX1 antag: human MrgX1 receptor antagonism, primary screen. MRGX1-HEK293 calcium flux, Fluo-4, BAM8-22 antagonism; active compounds read low. B-score at 10 µM. 310,000 compounds, 1.3% hits;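 active = calcium-response B-score plate-corrected more than 3 library SD below zero, starting fluorescence within 5 deviations, no agonist response on first addition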;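 also: peak minus trough fluorescence over baseline after final BAM8-22 challenge near maximal dose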
# TMEM16A act: activators or potentiators of mouse TMEM16A chloride channel; B-score at 10 µM; AID 623877; Q8BHY3; HEK293 TMEM16A/YFP-H148Q/I152L, iodide quench fluorescence; active compounds read low; 340,000 compounds, 0.3% hits;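 active = fluorescence-ratio B-score plate-corrected deviation score at least 3 library SD below zero, with starting fluorescence score within 5 deviations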;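 also: channel opened by trigger with iodide after compound preincubation; score built on the fluorescence ratio of max minus min over baseline; more negative score means more quench and so TMEM16A activation or potentiation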
# MrgX1 PAM: allosterically activates human MrgX1 receptor signaling | Q96LB2 | MrgX1-HEK293, Fluo-4 calcium flux, FDSS; active compounds read high | B-score at 10 µM | 310,000 compounds, 0.63% hits | AID 588675;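 active = plate-corrected calcium response at least 3 library SD above typical, normal starting fluorescence, not activating the receptor alone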;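 also: compound read alongside a low EC10 to EC30 dose of BAM8-22 agonist; peak minus trough fluorescence over baseline measured at the second addition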
# TMEM16A inh: mouse TMEM16A channel inhibition, primary screen; Q8BHY3; HEK293 TMEM16A/YFP iodide influx fluorescence, ionomycin; normalized B-score (activity score, 25-100; higher = stronger inhibition) at 10 µM; 310,000 compounds, 1.2% hits; AID 588511;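 active = ratio plate-corrected score three or more library SD toward inhibition, starting fluorescence score within five deviations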;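 also: score derived from kinetic fluorescence span divided by baseline fluorescence per well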
# TRPC6 inh: inhibitors of mouse TRPC6 channel. HEK293-TRPC6, membrane potential dye, ACh-evoked depolarization; active compounds read low. B-score at 10 µM. 310,000 compounds, 1.1% hits;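 active = B-score under library mean minus 3 SD, initial fluorescence not abnormally high, positive integrated signal ratio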;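 also: B-score derived from integrated fluorescence ratio over the kinetic read; more negative B-score means stronger inhibition of depolarization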
# An asterisk follows results filed as active; i = inactive; . = no result given.
SMILES	TRPC6 act	TRPC4 inh	RGS4 block	TRPC4 act	MrgX1 agonist	TRPC4 potent	MrgX1 antag	TMEM16A act	MrgX1 PAM	TMEM16A inh	TRPC6 inh
Cn1c(=O)n(C)c2cc(N3CCOCC3)c(NC(=O)c3cccc(Cl)c3)cc21	i	i	i	i	i	i	i	i	i	i	i
CCOC(=O)C1CCN(C(=O)c2ccc(OCC(=O)Nc3cccc(C(F)(F)F)c3)c(OC)c2)CC1	i	i	i	i	i	i	i	i	i	25*	i
COC(=O)C1=C(C)N(CCc2c[nH]c3ccc(OC)cc23)C(=O)C1	i	i	i	i	i	i	i	i	i	i	i
O=C(C1COc2ccccc2O1)N1CCc2ccccc2C1 (configuration not stated)	i	i	i	i	i	i	i	i	i	i	i
CCN(CC(=O)N1CCN(Cc2ccccc2)CC1)S(=O)(=O)c1ccc(F)cc1	i	i	i	i	i	i	i	i	i	i	i
CCCC(=O)Nc1ccc(Cl)c(NC(=O)c2cccnc2Cl)c1	i	i	i	i	i	i	i	i	i	i	i
O=C(Cn1cnc2ccccc21)NCCCN1CCOCC1	i	i	i	i	i	i	i	i	i	i	i
O=C(c1ccc(Cl)cc1)c1cnc(-c2ccc(Cl)cc2)s1	i	i	i	i	i	i	i	i	i	i	i
O=C(NCCN1CCCC1=O)C1CCC(=O)N(CCc2cccc(F)c2)C1 (configuration not stated)	i	i	i	i	i	i	i	i	i	i	i
COC(=O)C1=C(C(=O)OC)[C@@H]2N(C)c3ccccc3[C@@]23C[C@@H](C(=O)OC)N(C(=O)CC(C)C)C3=N1	i	i	i	i	i	i	i	i	i	i	i
CCO/C(C)=C1\C(=O)N(CC)c2ccccc21	i	i	i	i	i	i	i	i	i	i	i
c1ccc2c(-c3ccncc3)c[nH]c2c1	i	i	i	i	i	i	i	i	i	i	i
CCCCN(CC)CCNC(=O)c1cc2c(=O)[nH]c3ccccc3c2s1	i	i	i	48*	i	i	i	i	i	i	i
CCC(C)(C)C1CCc2[nH]nc(C(=O)NC3CCCC3)c2C1 (configuration not stated)	.	.	.	.	i	.	i	i	i	i	.
Cc1ccc(SCC(=O)OC(C)C(=O)NC2(C#N)CCCCC2)cc1 (configuration not stated)	i	i	i	i	i	i	i	i	i	i	i
Cc1ccc(-c2nnc3c(C(F)(F)F)nc4ccccc4n23)cc1	i	i	i	i	i	i	i	i	i	i	i
Cc1ccc(C(=O)NCc2ccco2)cc1S(=O)(=O)N1CCOCC1	i	i	i	i	i	i	i	i	i	i	i
CS(=O)(=O)N1CCCC(C(=O)NCCCN2CCC(Cc3ccccc3)CC2)C1 (configuration not stated)	i	i	i	i	i	i	i	i	i	i	i
COC(=O)COc1cccc(NC(=O)c2cccs2)c1	i	i	i	i	i	i	i	i	i	i	i
CCOC(=O)CSc1nnc(-c2ccc(NS(=O)(=O)c3ccc(C)cc3)cc2)o1	i	i	i	i	i	i	i	i	i	i	i
O=C(CSc1cccc2cccnc12)Nc1cc(C(=O)O)cc(C(=O)O)c1	i	i	i	i	i	i	i	i	i	i	i
COc1cc(OC)nc(Oc2cccc(C(F)(F)F)c2)n1	i	i	i	i	i	i	i	i	i	i	i
CCOc1ccc(-c2nnc3ccc(SCC(=O)N4CCCCC4)nn23)cc1	i	i	i	i	i	i	i	i	i	i	i
C#CCOc1ccc(C2C(C#N)=C(N)Oc3cc(O)ccc32)cc1 (configuration not stated)	i	i	i	i	i	i	i	i	i	i	i
CC1CC(C)CN(C(=O)Cn2ncc3c([nH]c4ccccc43)c2=O)C1 (configuration not stated)	i	i	i	i	i	i	i	i	i	i	i
c1ccc2[nH]c(CSc3nc4ccccc4s3)nc2c1	i	i	i	i	i	i	i	i	i	i	i
CCOc1ccc(-c2nnn(CC(=O)NCc3ccco3)n2)cc1OCC	i	i	i	i	i	i	i	i	i	i	i
COc1ccc(OC)c(C(Nc2ccccc2)P(=O)(OC(C)C)OC(C)C)c1 (configuration not stated)	i	i	i	i	i	i	i	i	i	i	i
CCC(O)c1cc2c(cc1NC(=O)c1ccc(C)cc1)OCCO2 (configuration not stated)	i	i	i	i	i	i	i	i	i	i	i
CSc1nc(C)cc(OCC(=O)n2nc(C)cc2C)n1	i	i	i	i	i	i	i	i	i	i	i
CC(C)CC(=O)/C=C/n1c(=S)oc2ccccc21	i	i	i	i	i	i	i	i	i	i	i
Cc1sc(CO)c(Sc2ccccc2)c1C(=O)O	i	i	i	i	i	i	i	.	i	i	i
O=C(O)CCCC(=O)Nc1cccc([N+](=O)[O-])c1	i	i	i	i	i	i	i	i	i	i	i
Cc1ccc(-c2c(NCCc3ccccc3)c(=O)c2=O)cc1	i	i	i	i	i	i	i	i	i	i	i
CC(=O)Nc1ccc(S(=O)(=O)NCc2csc(C)n2)cc1	i	i	i	i	i	i	i	i	i	i	i
CC(C)CN1C(=O)C(=O)N(CC(=O)N2CCN(c3ccccc3)CC2)C1=O	i	i	i	i	i	i	i	i	i	i	i
CCn1ncc(CN2CCCC(C(=O)Nc3cccc(-c4cc5ccccc5[nH]4)c3)C2)c1C (configuration not stated)	i	i	i	i	i	i	i	i	i	i	i
Cc1ccc(-c2nc(CSCC(=O)NC3CCN(Cc4ccccc4)CC3)c(C)o2)cc1	i	i	i	i	i	i	i	i	i	i	i
COc1cc(C(=O)OC(C)C(=O)NCC2CCCCC2)cc(NC(=O)c2ccco2)c1OC (configuration not stated)	i	i	i	i	i	i	i	i	i	i	i
N#CCCN(C1CCCCC1)S(=O)(=O)CCOc1ccccc1	i	i	i	i	i	i	i	i	i	i	i
Cc1cccc(NC(=O)/C(=C/c2cccc([N+](=O)[O-])c2)NC(=O)c2cccs2)c1	i	i	i	i	i	i	i	i	i	i	i
Cc1ccc(NC(=O)c2cc(S(=O)(=O)N(C)C)ccc2N2CCCC2)cc1F	i	i	i	i	i	i	i	i	i	i	i
O=C(CCCSc1nc2ccccc2s1)NC1=NCCS1	i	i	i	i	i	i	i	i	i	i	i
Cc1ccc(C(=O)NCC(=O)OCC(=O)N2CC(C)OC(C)C2)cc1 (configuration not stated)	i	i	i	i	i	i	i	i	i	i	i
Clc1ccc2nc3c4ccccc4cnn3c2c1	i	i	i	i	i	i	i	i	i	i	i
COc1ccc(C(=O)n2cc(C(C)=O)c3ccccc32)cc1	i	i	i	i	i	i	i	i	i	i	i
COc1ccc(C2=C(C=O)Cc3ccccc3O2)cc1	i	i	i	i	i	i	i	i	i	i	i
Cn1c(SCCC#N)nnc1-c1ccccc1F	i	i	i	i	i	i	i	i	i	i	i
Cc1sc(NC(=O)c2ccco2)c(CN2CCN(c3ccc(F)cc3)CC2)c1C	i	i	i	i	i	i	i	i	i	i	i
Nc1cccc2c1C(=O)N(C(=O)/C=C/c1cccc(Br)c1)C2=O	i	i	i	i	.	i	.	i	.	.	i
COc1cc2c(cc1OC)[C@H](C)N(C(=O)COc1ccccc1)CC2	i	i	i	i	i	i	i	i	i	i	i
O=C(Nc1ccccc1-c1ccccc1)C1CCC1	i	i	i	i	i	i	i	i	i	i	i
O=C(NCCc1ccccc1)c1cc2sccc2n1Cc1ccccc1	i	i	i	i	i	i	i	.	i	i	i
O=C(O)C1C2C=CC(C2)C1C(=O)NCc1cccnc1 (configuration not stated)	i	i	i	i	i	i	i	i	i	i	i
CCc1ccc(C(=O)COC(=O)c2cnccn2)cc1	i	i	i	i	i	i	i	i	i	i	i
O=C(CNC(=O)c1ccc2c(c1)OCO2)N/N=C/c1cc(Br)ccc1O	i	i	i	i	i	i	i	i	i	i	i
O=C(NCc1cccnc1)C(=O)c1c[nH]c2ccccc12	i	i	i	i	i	i	i	i	i	i	i
COc1ccccc1N1CCN(C2CCCN(C(=O)CCC(C)=O)C2)CC1 (configuration not stated)	i	i	i	i	i	i	i	i	i	i	i
CCCN1C(=O)C(NS(=O)(=O)c2ccc(N)cc2)(C(F)(F)F)C(C(=O)OC)=C1C (configuration not stated)	i	i	i	i	i	i	i	i	i	i	i
Cc1c(C(=O)NC2CCCc3ccccc32)cccc1[N+](=O)[O-] (configuration not stated)	i	i	i	i	i	i	i	i	i	i	i

# The list continues.
SMILES	TRPC6 act	TRPC4 inh	RGS4 block	TRPC4 act	MrgX1 agonist	TRPC4 potent	MrgX1 antag	TMEM16A act	MrgX1 PAM	TMEM16A inh	TRPC6 inh
Cn1c(=O)c2c(nc(SCC(=O)N3CCCCCC3)n2C)n(C)c1=O	i	i	i	i	i	i	i	i	i	i	i
Nc1nnc(SCC(=O)Nc2cccnc2Cl)s1	i	i	i	i	i	i	i	i	i	i	i
CC(=O)Nc1ccc(NC(=O)CCn2c(=S)oc3ccccc32)cc1	i	i	i	i	i	i	i	i	i	i	i
Cc1ccccc1CO/N=C/c1[nH]ncc1Br	i	i	i	i	i	i	i	i	i	i	i
CCOc1ccc2nc(/N=C/c3nc(-c4ccccc4)oc3O)sc2c1	i	i	i	i	i	i	i	i	18*	i	i
CCOc1ccc(S(=O)(=O)N2CCN(C(=O)c3ccco3)CC2)cc1	i	i	i	i	i	i	i	i	i	i	i
Cc1cccc2nc(CSc3nc4ccccc4[nH]3)cn12	i	i	i	i	i	i	i	i	i	i	i
CC(C)[C@H](NC(=O)c1ccccc1)C(=O)NCCc1ccccc1	i	i	i	i	i	i	i	i	i	i	i
CCC(=O)N1CCc2cc(Br)cc(S(=O)(=O)N3CCN(C(=O)c4ccco4)CC3)c21	i	i	i	i	i	i	i	i	i	i	i
Cc1ccccc1N(C(=O)Cc1cccs1)C(C(=O)NC1CCCCC1)c1cn(C)nc1C (configuration not stated)	i	i	i	i	i	i	i	i	i	i	i
